Screens (PubChem)
CCR6 antagonist: CCR6 (human) receptor antagonism; CHO-K1 CCR6 PathHunter beta-arrestin, luminescence, CCL20-stimulated; 340,000 compounds, 0.49% hits; inhibition, % at 20 µM;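 active = compounds whose inhibition of the agonist-driven luminescence signal at 20 µM reaches about 50%, limit read from the data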;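 also: cells stimulated with CCL20 at 14 nM final; plate controls were DMSO with CCL20 for no effect and DMSO without agonist for full effect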
Mdm2-MdmX inh: disrupts the human Mdm2-MdmX interaction; O15151+Q00987; SaOS-2 split-luciferase Mdm2/MdmX complementation, luminescence; inhibition, % at 8 µM; 330,000 compounds, 3% hits; AID 485346;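 active = inhibition of at least 50% at 8 µM in the primary screen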
Target sequence (O15151 whole entry, looked up): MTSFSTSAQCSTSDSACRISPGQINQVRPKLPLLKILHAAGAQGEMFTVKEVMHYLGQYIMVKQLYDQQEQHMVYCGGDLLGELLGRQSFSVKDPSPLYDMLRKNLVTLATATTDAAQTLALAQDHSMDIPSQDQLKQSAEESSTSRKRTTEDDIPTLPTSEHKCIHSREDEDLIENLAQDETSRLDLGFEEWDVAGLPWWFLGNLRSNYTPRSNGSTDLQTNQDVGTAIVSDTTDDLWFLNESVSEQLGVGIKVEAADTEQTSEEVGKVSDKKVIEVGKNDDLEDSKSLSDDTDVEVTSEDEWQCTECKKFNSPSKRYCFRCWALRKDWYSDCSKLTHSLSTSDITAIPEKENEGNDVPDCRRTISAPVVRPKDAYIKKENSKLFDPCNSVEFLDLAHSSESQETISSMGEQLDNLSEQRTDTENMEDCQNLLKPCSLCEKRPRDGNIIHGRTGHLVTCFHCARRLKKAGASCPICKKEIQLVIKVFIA
Target sequence (Q00987 whole entry, looked up): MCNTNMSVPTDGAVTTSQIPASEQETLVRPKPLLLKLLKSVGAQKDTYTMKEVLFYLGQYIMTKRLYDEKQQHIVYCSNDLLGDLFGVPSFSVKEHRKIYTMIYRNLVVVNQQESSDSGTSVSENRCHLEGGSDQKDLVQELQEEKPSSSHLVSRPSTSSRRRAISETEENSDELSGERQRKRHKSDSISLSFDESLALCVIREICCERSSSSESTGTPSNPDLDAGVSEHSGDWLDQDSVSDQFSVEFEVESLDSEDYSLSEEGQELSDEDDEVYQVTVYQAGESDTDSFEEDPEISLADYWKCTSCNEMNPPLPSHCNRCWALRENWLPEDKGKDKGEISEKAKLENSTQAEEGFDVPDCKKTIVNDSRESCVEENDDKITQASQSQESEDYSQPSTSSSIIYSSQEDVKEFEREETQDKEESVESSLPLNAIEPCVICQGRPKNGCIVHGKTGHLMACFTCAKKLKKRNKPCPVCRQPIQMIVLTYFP
UPR CHOP act: activators of apoptotic arm of unfolded protein response (CHOP) | activation, % at 10 µM | CHO-CHOP luciferase reporter, UPR activation, luminescence; percent of tunicamycin response over DMSO baseline | AID 449763 | 330,000 compounds, 0.34% hits;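 active = at 10 µM dose, activation of 40% or more, normalized to positive control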;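 also: 100% = tunicamycin at 10 µg/mL and 0% = DMSO alone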
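Test system: CHO CHOP reporter cells. Input: 500 CHO-CHOP cells per well. Medium: F12 with 10% FBS. Technique: luciferase luminescence. Measure: percent activation relative to tunicamycin control. Dosing: 10 µM compound, 0.5% DMSO. Timing: 16-18 h cell attachment, then 6 h compound exposure, 37 °C.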
EBI2 block: EBI2 (human) antagonism. EBI2 beta-arrestin recruitment, luminescence, 7a,25-OHC stimulated. inhibition, % at 5 µM. AID 651636. P32249. 360,000 compounds, 0.81% hits; in the data active = inhibition above about 38%;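 also: enzyme fragment complementation signal reports receptor beta-arrestin coupling in cells; 0% = agonist plus DMSO wells and 100% = wells without agonist; some results beyond the cut were filed as inactive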
Jurkat NFkB inh: lowers PMA/ionomycin-induced NF-kB signal in Jurkat cells | PMA/ionomycin-induced NF-kB luciferase reporter, luminescence | 330,000 compounds, 0.53% hits | inhibition, % at 4 µM; in the data active = inhibition above about 50%
Gli-Sufu block: Gli-Sufu pathway antagonism | Sufu-KO-LIGHT fibroblasts, Gli luciferase reporter luminescence | inhibition, % at 5 µM | 340,000 compounds, 0.74% hits | AID 588413;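 active = inhibition above about 55%, limit read from the data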;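 also: 0% = DMSO-treated cells and 100% = wells with medium but no cells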
697 NFkB inh: inhibitors of the PMA/ionomycin-induced NF-kB reporter in 697 B cells; 697 B-cell NF-kB luciferase reporter, 16 h; inhibition, % at 4 µM; 330,000 compounds, 0.33% hits; AID 435022; in the data active = inhibition above about 35%
UPR XBP1 act: activators of adaptive arm of unfolded protein response (XBP1); CHO-XBP1 luciferase reporter, IRE1-XBP1 UPR activation, luminescence; percent of tunicamycin response, DMSO as zero; activation, % at 20 µM; 330,000 compounds, 0.33% hits;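 active = versus positive control, 20 µM dose yields 30% or more activation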;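 also: 100% = tunicamycin at 10 µg/mL and 0% = DMSO only wells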
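Material: IRE1-XBP1 luciferase reporter CHO line / Quantity: one thousand reporter cells per well / Buffer or medium: F12 with 10% serum / Compound: 20 µM single concentration, DMSO 1% / Times: 6 h treatment, 37 °C / Detection: Steady-Glo luciferase glow luminescence, 10 min after reagent addition / Benchmarks: tunicamycin high, DMSO low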
CXCR6 inh: CXCR6 (human) receptor inhibition; 360,000 compounds, 0.36% hits; O00574; CHO-K1 PathHunter CXCR6 beta-arrestin, luminescence; inhibition, % at 20 µM; in the data active = inhibition above about 34%, passing the limit was not always enough;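 also: antagonist mode with CXCL16 agonist at 10 nM final; 0% = 10 nM CXCL16 with DMSO and 100% = unstimulated wells without agonist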
* = called active by the depositor; . = not tested or not shown.

nr	mol	CCR6 antagonist	Mdm2-MdmX inh	UPR CHOP act	EBI2 block	Jurkat NFkB inh	Gli-Sufu block	697 NFkB inh	UPR XBP1 act	CXCR6 inh
1	O=C(C[C@@H]1C/C=C\C[C@@H](Cc2ccc(F)cc2)C(=O)OC[C@@H]2CCCN2C1=O)N[C@H](CO)Cc1ccccc1	-5	4	-0.4	-19	11	5	21	-2	-13
2	O=C(NCC1CCCN1S(=O)(=O)c1cccs1)C(=O)Nc1ccccc1Cl (configuration not stated)	15	-25	1.9	-3	-4	-6	-1	-1	8
3	COc1ccc(/C(C)=N/NC(=O)CNC(=O)/C=C\c2ccccc2)c(OC)c1	-5	-4	-0.5	6	-6	2	-34	-3	-8
4	COc1ccc(C(=O)Cn2nnc(-c3ccccc3NC(=O)C(F)(F)F)n2)cc1	16	15	0.2	8	-3	2	26	-4	-7
5	NCCCn1c(C(=O)c2cc(Cl)c(N)c(Cl)c2)c2ccc([N+](=O)[O-])cc2[n+]1[O-]	23	66*	-1.3	-10	33	52	-217	-3	1
6	Cn1cc(S(=O)(=O)NC(c2ccccc2)c2ccccc2)c(=O)n(C)c1=O	1	7	3.8	-2	-2	1	13	1	2
7	CC1=NN(c2ccccc2C)C(=O)C1	6	.	.	-5	.	6	.	.	-2
8	CSc1ccc(NC(N)=S)cc1	-3	7	0.3	-7	-8	3	-6	-2	0
9	CCN(CC)CCNC(=S)Nc1ccc2nc(N3CCN(C)CC3)cc(C)c2c1	14	15	0.8	2	-30	24	13	-2	5
10	O=C(c1ccc(F)cc1F)N1CCCC(c2nc(-c3ccc(F)cc3)no2)C1 (configuration not stated)	10	7	4.4	-6	7	3	-2	-3	-4

Shown as a hit in Mdm2-MdmX inh (from the list above):
nr	mol	CCR6 antagonist	Mdm2-MdmX inh	EBI2 block	Jurkat NFkB inh	697 NFkB inh	UPR XBP1 act	CXCR6 inh
5	NCCCn1c(C(=O)c2cc(Cl)c(N)c(Cl)c2)c2ccc([N+](=O)[O-])cc2[n+]1[O-]	23	66*	-10	33	-217	-3	1

New compounds follow:
nr	mol	CCR6 antagonist	Mdm2-MdmX inh	UPR CHOP act	EBI2 block	Jurkat NFkB inh	Gli-Sufu block	697 NFkB inh	UPR XBP1 act	CXCR6 inh
11	COc1ccc(S(=O)(=O)N(CC(=O)NCc2cccnc2)c2ccc(C)cc2)cc1OC	6	23	0.3	-2	3	-1	2	-3	0
12	COc1ccccc1N1CCN(C(=O)c2ccoc2C)CC1	-20	12	-0.7	-7	7	-6	-17	-5	0
13	CC(=O)CC(=O)Nc1ncc(C(F)(F)F)cc1Cl	7	17	-0.4	-10	5	1	10	-2	2
14	COC(=O)Cc1cc(OC)c(OC)cc1S(=O)(=O)N(C)C	-1	23	-0.4	6	-13	-5	13	-2	0
15	CC(C)(C)c1cc[n+](-c2[nH]c(=O)sc2/C=N/N=C(\[O-])c2cccnc2)cc1	13	-4	-1.9	-7	-3	-6	-8	-3	4
16	COCCn1c(-c2cc(OC)c(OC)c(OC)c2)nc2oc3cc(OC)ccc3c(=O)c2c1=O	-12	-10	1.3	.	13	1	8	0	.
17	Cc1ccc(C)n1-c1ccc(N(C)C)cc1	-6	19	1.3	-12	-53	0	-59	-3	-9
18	CCOc1ccc2nc(N/C(N)=N/C(=S)Nc3ccc(OC)cc3)nc(C)c2c1	18	28	1.3	44*	8	-9	0	3	16
19	CCC(=O)Nc1ccc(NC(=S)NC(=O)Cc2ccccc2)cc1	12	-17	1.3	-5	9	-6	-14	-3	5
20	Cc1ccc(C(=O)NC(=S)N2CCCC2)cc1	1	20	-1.7	3	15	-25	1	0	-9
21	COc1ccc(OC)c(N(CC(=O)Nc2cccnc2)S(C)(=O)=O)c1	11	6	-1.3	1	-20	-2	8	-2	3
22	Cc1ccc(-c2nc(CSCC(=O)N3CCOCC3)c(C)o2)cc1	7	16	1.0	-9	-6	-8	-10	0	-1
23	O=C(C1CCCO1)N1CCN(C(=S)Nc2ccccc2F)CC1 (configuration not stated)	-1	9	0.4	-7	2	-12	-15	1	0
24	CSCC[C@H](NC(=O)NCCc1ccc(F)cc1)C(=O)O	4	18	0.0	-19	-2	-9	6	-6	-3
25	CC(=O)Nc1nnc(SCC(=O)NC2CCCC2)s1	-7	11	0.3	-3	4	-14	0	10	5
26	O=C(CN1c2ccccc2Sc2ccccc21)N/N=C/c1ccccc1	6	33	-0.5	9	5	0	-19	-2	-8
27	O=C(c1ccco1)N1CCN(S(=O)(=O)c2cc(Cl)ccc2Cl)CC1	10	18	2.4	-3	2	13	-6	-5	4
28	COc1ccc(S(=O)(=O)N(C)CC(=O)NCc2ccco2)cc1Cl	-1	13	1.0	0	16	2	-11	-3	0
29	Cc1ccc(S(=O)(=O)NCCC(=O)Nc2cc(S(=O)(=O)N(C)C)ccc2C)cc1C	8	-15	-0.3	3	-31	6	-7	-3	13
30	CC1CN(C2CCN(C(=O)c3ccccc3Cl)CC2)CC(C)O1 (configuration not stated)	-2	30	0.2	-4	6	0	1	-2	-3
31	CC(=O)Nc1c(C(=O)O)oc2ccc(Cl)cc12	1	24	-1.2	1	3	-6	3	-2	-12
32	CN1CCC(N(CCc2ccccc2)C(=O)CCC(=O)O)CC1	5	-9	-0.1	-4	-21	28	-27	-3	-7
33	CC(=O)N1CCN(C(=O)c2cc(S(=O)(=O)N(C)Cc3ccccc3)ccc2Cl)CC1	-6	12	-0.5	-2	3	-6	5	-2	2
34	CC(C)NC(=O)Nc1ccc2c(c1)C(=O)N([C@H](C)CO)C[C@H](C)[C@@H](CN(C)C(=O)NC(C)C)O2	-3	.	.	2	.	3	.	.	-4
35	O=[N+]([O-])c1ccc(N/N=C/c2ccc[nH]2)cc1	55*	.	.	5	.	29	.	.	10
36	CCCCCC(=O)N(Cc1ccccc1)c1c(N)n(CCOC)c(=O)[nH]c1=O	-5	20	0.4	-19	8	0	-8	1	1
37	COc1cc(OC)c2c(-c3cccc(-c4ccc(OC)c(OC)c4)c3)cc(=O)oc2c1	18	63*	2.9	14	.	47	-28	26	4
38	Cc1ccc(C(=O)NCCCc2ccccc2)c(Cl)c1	15	-93	2.2	14	-96	-59	-110	-1	4
39	O=C(Oc1cc(Cl)cc(Cl)c1)c1cnc2n(c1=O)CCS2	-7	15	0.5	-7	-1	7	-4	3	-5
40	COc1ccccc1CNS(=O)(=O)c1ccc(N2CCCC2)cc1Br	27	2	2.9	11	.	2	6	-1	-5

Reprinted at random: 4 records from the list
nr	mol	CCR6 antagonist	Mdm2-MdmX inh	UPR CHOP act	EBI2 block	Jurkat NFkB inh	Gli-Sufu block	697 NFkB inh	UPR XBP1 act	CXCR6 inh
20	Cc1ccc(C(=O)NC(=S)N2CCCC2)cc1	1	20	-1.7	3	15	-25	1	0	-9
2	O=C(NCC1CCCN1S(=O)(=O)c1cccs1)C(=O)Nc1ccccc1Cl (configuration not stated)	15	-25	1.9	-3	-4	-6	-1	-1	8
37	COc1cc(OC)c2c(-c3cccc(-c4ccc(OC)c(OC)c4)c3)cc(=O)oc2c1	18	63*	2.9	14	.	47	-28	26	4
18	CCOc1ccc2nc(N/C(N)=N/C(=S)Nc3ccc(OC)cc3)nc(C)c2c1	18	28	1.3	44*	8	-9	0	3	16

(more compounds)
nr	mol	CCR6 antagonist	Mdm2-MdmX inh	UPR CHOP act	EBI2 block	Jurkat NFkB inh	Gli-Sufu block	697 NFkB inh	UPR XBP1 act	CXCR6 inh
41	Cc1sc(NC(=O)CN2C(=O)NC3(CCCC3)C2=O)nc1-c1ccc(F)cc1	0	11	3.9	0	7	3	12	-1	-5
42	O=C(c1cnc2n(c1=O)CCS2)N1CCN(C(c2ccccc2)c2ccc(Cl)cc2)CC1 (configuration not stated)	13	11	3.7	6	-12	3	-2	-4	9
43	CC(C)CCNC(=O)C1CC(=O)N(CCc2ccccc2)C1 (configuration not stated)	13	26	-0.1	3	-7	15	8	-5	-1
44	C=CCOC(=O)c1ccc(N2CCN(c3ccccc3)CC2)nc1	12	-5	3.4	-1	-21	16	-7	-3	2
45	Cc1onc(-c2ccccc2)c1C(=O)NCCN1CCOCC1	-5	-12	0.1	-3	-4	-6	-4	-9	8
46	CCOC(=O)C1=C(C)NC(SC(C)=O)=NC1c1ccc(OC(C)=O)c(OC)c1 (configuration not stated)	27	27	0.2	-10	25	1	9	-3	-8
47	CCc1cc(C(=O)NNC(=S)Nc2cc(C)ccc2C)cs1	23	-2	0.4	3	5	-7	17	0	4
48	O=S(=O)(c1c(F)cccc1F)N(CCc1ccc(F)cc1)C[C@@H](O)COCc1ccccc1	28	.	.	15	.	-7	.	.	-4
49	Cc1ccccc1NC(=O)c1ccc(-n2cncn2)nc1	-6	-2	-2.1	-4	-10	-3	-16	1	-4
50	Nc1cc(Cl)ccc1Oc1ccccc1	9	-5	-1.7	2	-6	-7	-3	4	-11
51	Nc1nc2ncc(-c3ccsc3)c(N)n2n1	4	-16	-0.9	-9	17	5	13	0	9
52	CCOC(=O)c1ccn(-c2nc(-c3ccco3)cc(C(F)(F)F)n2)n1	9	-10	-1.1	-4	-2	5	4	1	-5
53	Cc1cc(C)c(-c2c(O)c3cccnc3n(C)c2=O)c(C)c1	1	-15	-1.0	5	-8	-16	7	0	6
54	COc1cc2c3c(c1)c(C1=NC(=S)NC1=O)c(O)n3C(C)(C)C=C2C	17	27	0.1	-5	-6	-1	1	0	5
55	C#CCNC(=O)C1=C[C@@H](c2ccc(C#C)cc2)C[C@@H](OCc2ccc(CO)cc2)O1	8	8	0.5	2	13	-3	3	-3	2
56	COc1ccc(N(CC(=O)N2CCN(Cc3ccccc3)CC2)S(C)(=O)=O)cc1OC	1	6	-2.1	0	1	0	3	-6	5
57	O=C(NCCCN1CCOCC1)c1ccc2c(c1)N(Cc1ccccc1)C(=O)c1ccccc1S2	4	11	0.6	-5	-10	3	17	-5	-3
58	NNC(=O)c1ccc(OCC2CC(c3ccc(Cl)cc3)=NO2)cc1 (configuration not stated)	-5	28	1.2	16	-15	-23	-20	3	-14
59	O=C(C1CC1)N1CCN=C1SCc1ccc(F)cc1	10	14	-4.2	-1	-3	-7	8	0	7
60	COc1ccc(S(=O)(=O)N2CCC(c3cc(-c4cccc5ccccc45)n[nH]3)CC2)cc1	1	49	2.4	35	4	15	-12	2	-6

Two entries from above, with each value named:
[54] COc1cc2c3c(c1)c(C1=NC(=S)NC1=O)c(O)n3C(C)(C)C=C2C
  CCR6 antagonist: 17	Mdm2-MdmX inh: 27	UPR CHOP act: 0.1	EBI2 block: -5	Jurkat NFkB inh: -6	Gli-Sufu block: -1	697 NFkB inh: 1	UPR XBP1 act: 0	CXCR6 inh: 5
[55] C#CCNC(=O)C1=C[C@@H](c2ccc(C#C)cc2)C[C@@H](OCc2ccc(CO)cc2)O1
  CCR6 antagonist: 8	Mdm2-MdmX inh: 8	UPR CHOP act: 0.5	EBI2 block: 2	Jurkat NFkB inh: 13	Gli-Sufu block: -3	697 NFkB inh: 3	UPR XBP1 act: -3	CXCR6 inh: 2

No enrichment for hits; about 5% have a hit in one of these screens.
